# SMARCA2 act = increases SMARCA2 function in MMTV reporter cells; MG213 cells, MMTV-luciferase reporter, dexamethasone, overnight; activation, % at 9.1 µM; actives 1% (n = 370,000); in the data active means activation above about 7.8%;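 further: 0% = vehicle wells and 100% = reference activator wells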
# ARFGAP1 inhibitor = inhibits rat ARF GTPase activating protein 1; inhibition, % at 16.5 µM; actives 0.26% (n = 360,000); Q62848; Arfgap1-stimulated ARF1 GTP hydrolysis, GDP FP detection;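 active means inhibition above a per-plate limit, mean inhibition of low control wells plus 3 SD, cut at about 25% in these data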;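 further: 0% = DMSO wells with enzyme and 100% = wells lacking Arfgap1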
#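 System: truncated rat Arfgap1 GAP domain / Medium: HEPES-based buffer, pH 7.5 / Also added: N-terminally truncated human ARF1-GTP substrate / Incubation: enzyme reaction 120 min at 25 °C after 20 min preincubation / Measured by: FP of antibody-bound GDP Alexa 633 tracer, ex 620/em 688 nm / Replicates: singlicate, each compound tested once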
# HTRA1 inh = blocks human HTRA1 serine peptidase; Q92743; recombinant HTRA1, FP-rhodamine activity-based probe, fluorescence polarization; inhibition, % at 5.96 µM; actives 0.5% (n = 340,000); AID 504803; in the data active means inhibition above about 36%;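 further: 0% = enzyme with DMSO and 100% = wells lacking enzyme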
# rCAG RNA binder = molecules binding r(CAG) RNA repeats | r(CAG) RNA repeat, TO-PRO-1 dye displacement fluorescence | actives 1.3% (n = 370,000) | inhibition, % at 3 µM;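 active means inhibition above the plate cutoff, the mean of all test compounds on that plate plus 3 SD, cut at about 35% in these data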;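 further: 0% = DMSO alone and 100% = 100 µM mitoxantrone as full dye displacement; higher means more dye released from RNA so lower well fluorescence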
# PG9 binder = small molecules binding HIV-1 gp120 antibody PG9 | TR-FRET gp120-PG9 antibody binding | inhibition, % at 6.7 µM | actives 0.43% (n = 360,000); in the data active means inhibition above about 8.5%
# ASAP1 inh = ASAP1 ArfGAP inhibition. ASAP1-stimulated ARF1 GTP hydrolysis, GDP FP detection. inhibition, % at 16.5 µM. actives 0.19% (n = 360,000). AID 624377; in the data active means inhibition above about 25%;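 further: 0% = vehicle with enzyme and substrate and 100% = no enzyme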
# GC-B act = GC-B (human) receptor activation; AID 1920062; actives 0.11% (n = 370,000); activation, % at 10 µM; P20594; HEK293-GC-B cells, CNP EC30, cGMP TR-FRET; 0% at EC30 CNP, 100% saturating CNP;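 active means activation at 10 µM reaching about 35% in either raw or pattern-adjusted values, limit read from the data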
# Target sequence (P20594 whole entry, looked up): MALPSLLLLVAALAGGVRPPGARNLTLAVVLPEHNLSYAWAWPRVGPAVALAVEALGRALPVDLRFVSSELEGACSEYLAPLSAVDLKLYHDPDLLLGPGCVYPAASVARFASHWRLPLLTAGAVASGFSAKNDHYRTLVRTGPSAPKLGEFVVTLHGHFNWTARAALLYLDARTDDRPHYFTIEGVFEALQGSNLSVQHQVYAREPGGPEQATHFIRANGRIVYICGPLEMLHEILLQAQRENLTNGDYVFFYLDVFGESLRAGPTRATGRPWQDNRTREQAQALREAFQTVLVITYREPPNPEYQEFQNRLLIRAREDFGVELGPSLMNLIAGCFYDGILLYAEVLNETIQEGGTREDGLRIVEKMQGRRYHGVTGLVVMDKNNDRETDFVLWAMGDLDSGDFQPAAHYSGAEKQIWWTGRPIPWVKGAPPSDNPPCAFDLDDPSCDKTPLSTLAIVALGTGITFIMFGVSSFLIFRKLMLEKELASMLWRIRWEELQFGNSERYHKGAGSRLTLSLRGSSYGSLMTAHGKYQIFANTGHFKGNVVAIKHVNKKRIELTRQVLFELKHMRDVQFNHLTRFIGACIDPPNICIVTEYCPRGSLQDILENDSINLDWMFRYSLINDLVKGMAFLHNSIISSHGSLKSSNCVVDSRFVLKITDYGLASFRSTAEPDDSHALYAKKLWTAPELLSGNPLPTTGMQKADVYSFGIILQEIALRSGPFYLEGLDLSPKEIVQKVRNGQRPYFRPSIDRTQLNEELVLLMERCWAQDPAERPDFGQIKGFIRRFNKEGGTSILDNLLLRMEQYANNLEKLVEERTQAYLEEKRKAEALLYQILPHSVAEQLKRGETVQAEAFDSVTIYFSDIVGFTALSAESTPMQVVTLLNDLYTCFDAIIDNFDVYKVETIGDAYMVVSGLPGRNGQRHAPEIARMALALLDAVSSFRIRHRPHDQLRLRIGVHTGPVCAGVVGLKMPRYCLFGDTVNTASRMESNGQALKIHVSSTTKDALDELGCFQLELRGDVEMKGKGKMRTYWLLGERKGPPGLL
# NR1D1 modulator = Rev-erb alpha (human) modulation; P20393; Rev-erbα–FITC-DNA binding, fluorescence polarization, 90 min; activity, % at 10 µM; actives 0.79% (n = 370,000); AID 1259318;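 active means activity above about 14%, limit read from the data; passing the limit was not always enough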;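 further: 0% = DMSO wells with 35 nM protein and 100% = DMSO wells with 750 nM protein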
# mABHD4 FP = inhibits mouse alpha/beta hydrolase domain 4; Q8VD66; purified mABHD4, FP-Rh probe fluorescence polarization; inhibition, % at 8.92 µM; actives 0.54% (n = 370,000); AID 720543;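 active means inhibition exceeding the mean over every tested compound plus 3 SD, cut at about 30% in these data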;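 further: 0% = plate median of compound wells and 100% = S159A mutant with DMSO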
#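 Assay system: wild-type mouse ABHD4 protein; compound: single nominal dose of 8.92 µM, 0.89% DMSO final; schedule: 45 min + 60 min at 25 °C; measured by: FP readout, ex 525 nm / em 598 nm; evaluation: % inhibition of FP-Rh probe binding versus controls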
# NPR1 activator = GC-A (human) enzyme activation. activation, % at 10 µM. actives 0.14% (n = 370,000). HEK293 GC-A cells, cGMP TR-FRET, EC30 ANP; 0% at EC30 ANP, 100% saturating ANP. AID 1671463; in the data active means activation above about 40%
# The depositor's hits bear a star; · = no result given; & = joins results of further samples.
SMILES,SMARCA2 act,ARFGAP1 inhibitor,HTRA1 inh,rCAG RNA binder,PG9 binder,ASAP1 inh,GC-B act,NR1D1 modulator,mABHD4 FP,NPR1 activator
COc1cccc(N(C(=O)Cc2cccs2)C(C(=O)NC2CCCC2)c2ccncc2)c1 (centres undefined),-1,8,4,0,-0.6,0,-18,0,1,-33
CCC(C)(C)NC(=O)C1c2ccccc2Oc2ccccc21,0,0,·,-1,-1.1,-8,0,-8,-2,-1
Cc1cccc(C(=O)Oc2ccccc2/C=N/Nc2ccc([N+](=O)[O-])cc2)c1,-2,1,-3,4,-1.6,-7,1,6,0,4
O=C(Nc1ccc(N2CCN(Cc3ccccc3)CC2)cc1)c1cccnc1,0,-4,4,18,0.0,10,3,-5,-3,-1
O=C(O)CSc1nnc(-c2ccccc2Br)n1-c1cccc(C(F)(F)F)c1,-2,-12,0,3,0.7,3,·,·,-2,·
COCCOC(=O)C1=C(N)OC2=C(C(=O)CC(C)(C)C2)C1c1ccncc1 (centres undefined),-2,-8,1,-5,0.3,2,-1,-4,-6,5
O=C(CCC(=O)NNC(=S)Nc1ccccc1)NCc1ccccc1,0,5,9,2,-1.1,-15,-1,2,2,7
CCN1CCN(C(=O)c2cc(S(=O)(=O)N3CCCCC3)ccc2Cl)CC1,-2,6,1,-5,-1.5,1,-4,-3,2,0
N#C/C(=C(/O)c1ccc([N+](=O)[O-])o1)c1nc2ccccc2[nH]1,-1,-2,9,1,-1.9,7,-2,5,-4,-7
CCc1ccccc1NC(=O)c1cc(-c2cccs2)on1,2,2,-8,0,-1.8,10,0,7,-7,0
Cc1nc2sc3c(c2c(=O)n1NC(=O)CCBr)CCCC3,1,6,-7,0,-1.2,-25,1,-2,-3,3
COC(=O)C1CC2=C(CCCC2=O)N(c2ccccc2)C1=O (centres undefined),-2,1,-3,2,0.6,8,1,-2,4,0
C/C(CC(=O)NC1C2CC3CC(C2)CC1C3)=N\NC(=O)Cc1cccs1 (centres undefined),-2,7,7,-3,-1.4,8,3,0,-6,3
CN(C(=O)c1ccc(NC(=O)c2ccco2)cc1)c1ccccc1,1,0,-1,-6,-1.0,7,4,0,-2,-2
CCOC(=O)c1sc2ncn(C(C)C(=O)OCC)c(=O)c2c1C (centres undefined),-4,-10,1,-3,-0.5,-1,-3,-1,4,2
O=C(C(=O)N1CCC(CNS(=O)(=O)c2cc(C(F)(F)F)cc(C(F)(F)F)c2)CC1)c1cccs1,-4,6,·,0,0.8,-19,1,0,-9,1
Cc1cc2nc(-c3nnnn3Cc3ccccc3)c(=O)[nH]c2cc1C,-1,-1,·,9,0.8,2,4,-3,3,5
C=CCn1c(C)cc(C(=O)COc2ncnc3sccc23)c1C,8,-8,-5,4,-2.6,1,4,-1,7,-2
CC(Oc1ccc(F)cc1)C(=O)Nc1cc(S(=O)(=O)N2CCOCC2)ccc1N1CCCCC1 (centres undefined),-2,-2,-25,1,-0.3,12,7,9,-12,8
Cc1ccc(OCC(=O)Nc2ccc(F)cc2)cc1,2,16,-3,-7,0.1,17,0,4,1,8
Cc1c(Cl)c(C(=O)NC2C3CC4CC(C3)CC2C4)nn1C (centres undefined),-4,7,-2,-1,2.2,13,5,1,4,0
NC(=O)NC(=O)COC(=O)CC12CC3CC(CC(C3)C1)C2,-4,-11,4,-3,-0.9,1,-4,2,-1,3
Cc1cc(C)n(CC2CC(=O)N(c3ccccc3)C2=O)n1 (centres undefined),-3,-4,2,0,1.0,-4,3,-6,-4,-1
COc1cc(/C=C/C(=O)O)cc(S(=O)(=O)NNC(=O)c2cc(C)oc2C)c1OC,1,-7,9,7,-0.6,5,3,2,7,3
Cc1ccc(NC(=O)C2CCCN2C(=O)c2cccs2)c(C)c1 (centres undefined),1,-16,-5,1,-1.1,5,-1,1,0,-1
Cc1cc(OCc2cn3cccnc3n2)ccc1Cl,8.4*,7,-1,-1,-2.4,1,3,-7,-1,12
CCn1c(SCC(=O)Nc2cc(NC(C)=O)ccc2OC)nnc1-c1cccnc1,0,7,-1,-1,-0.6,-4,2,3,-8,3
O=C(CCCOC(=O)c1ccc(O)cc1)c1ccccc1,3,-3,-7,6,-1.2,4,8,0,-5,-4
O=C(Nc1c(-c2ccccc2)nc2ncccn12)c1ccc(F)cc1,0,·,·,0,·,·,3,-1,1,3
CCOC(=O)[C@]12CCCC=C1N(CCCOC)C(=O)[C@@H]2CC(=O)NCc1ccc(C)o1,-3,·,·,-2,·,·,2,5,-5,3
OCCNc1cc(-n2nc(-c3ccccc3)cc2-c2ccccc2)ncn1,-1,8,-6,-5,1.0,11,·,·,-2,·
CN(C)C(=S)NC1(C)CCS(=O)(=O)C1 (centres undefined),0,-3,-3,3,-1.1,-10,-7,1,-3,1
CCOC(=O)c1c(CSc2ccccc2)n(C)c2cc(Br)c(OCC(O)CNC(CO)(CO)CO)cc12 (centres undefined),5,1,-37,7,-2.7,4,-1,-3,2,-18
Cc1ccccc1CSc1nnnn1-c1ccc(C(N)=O)cc1,-4,-2,2,0,-0.7,5,-3,-2,-6,1
Cc1sc2nc(CN3CCOCC3)nc(N3CCOCC3)c2c1C,0,10,2,-1,-0.1,5,7,-10,5,3
COc1ccc(C)cc1NC(=O)C(=O)NNC(=O)c1ccco1,-1,-2,4,6,0.6,-7,3,3,-15,1
COc1cc(NC(=O)[C@H](C)NC(=O)N2CCn3c2nc2ccccc23)cc(OC)c1,-2,2,-14,7,0.0,12,-18,4,-2,-3
O=C(COC(=O)CC1CC2CCC1C2)Nc1cc([N+](=O)[O-])ccc1F (centres undefined),5,12,-5,0,-1.3,-4,-3,10,-1,2
CCC[C@@H](/C=C/C(=O)OC(C)(C)C)Sc1ccc(OC)cc1,0,·,·,-1,·,·,1,1,2,-8
N#Cc1ccsc1NC(=O)CCS(=O)(=O)c1ccccc1,-1,2,1,6,-1.6,-9,0,4,-2,1
CCOc1ccccc1NC(=O)Cn1c(=O)sc2ccccc21,-4,12,-8,-2,-0.7,4,4,-1,0,-2
COc1cccc(C=NCCCN=Cc2cccc(OC)c2O)c1O,-2,11,0,6,-1.1,6,-2,-2,6,7
COc1ccc(NC(=O)CN(C)CC(=O)NCCc2ccc(F)cc2)cc1,-2,1,5,-6,-1.0,-3,8,-3,-3,1
CCN(CC(=O)Nc1c(F)cccc1F)C(=O)CNC(=O)c1ccc(Br)o1,-1,4,5,0,-1.9,-9,2,1,-4,3
COc1ccc(OC)c(C(=O)COC(=O)c2c(OC)cccc2OC)c1,-1,23,-1,-1,2.4,-4,-4,-1,-13,-5
O=C1C(Cl)=C(N2CCN(Cc3ccccc3)CC2)C(=O)N1Cc1ccccc1,-1,-2,-16,-1,-0.6,19,5,2,-2,5
CCN1C(=O)NC(c2cccnc2)C(C(=O)OC)=C1C (centres undefined),-1,6,0,-1,-0.5,2,3,0,2,3
O=C(Nc1nc(-c2ccc3c(c2)Cc2ccccc2-3)cs1)c1ccccc1,4,-2,-4,2,-2.6,7,-2,50*,0,-1
COCCCNc1nc(N)c([N+](=O)[O-])c(N2CCCCCC2)n1,-2,19,3,-5,1.1,-6,-2,-1,3,4
COc1ccc(CCNC(=O)C2CCCN(c3nn4c(=O)cc(C)nc4s3)C2)cc1OC (centres undefined),0,2,6,-4,0.1,11,7,-8,4,-4
COc1cc(C)c(Br)cc1S(=O)(=O)N1CCOCC1,2,1,7,-1,-3.3,2,2,-4,-2,-1
O=C(CCN1CCN(C(=O)c2ccccc2)CC1)c1ccc(Br)cc1,-2,-5,-17,-1,0.1,-2,-1,3,-3,9
CSc1ccc(-c2csc(N3CCC(C(N)=O)CC3)n2)cc1,·,·,·,·,·,·,-12,-3,16,4
Nc1ncnc2c1ncn2[C@@H]1O[C@H](CO)[C@@H](O)[C@H]1O,0,·,0,2,1.5,-3,0,-2&1,8,2
COCCCNC(=S)Nc1cccc2ncccc12,-2,-5,9,0,0.6,4,1,1,1,0
COc1ccccc1C(=O)NC(C(=O)NCCc1nc2ccccc2[nH]1)=C(C)C,-2,12,-3,0,-1.4,-6,0,-1,-11,-1
Cc1cc(/C=C2/NC(=O)N(Cc3ccccc3F)C2=O)c(C)n1C(C)C,2,11,-2,3,-3.9,10,18,-6,9,8
COC(=O)c1c(NC(=O)Cc2ccccc2)sc2c1C(C(=O)OC)CC2 (centres undefined),-3,-8,-5,-3,-0.6,8,-5,-1,-5,-4
COc1ccc(C)cc1NC(=O)c1cc(S(=O)(=O)N2CCCC2)cn1C,0,-3,2,4,-1.0,7,1,-2,-4,0
CCOc1ccc(C(=O)O[C@H]2[C@H](Cc3ccccc3)NS(=O)(=O)[C@H]3C[C@@H]4C=C[C@]23O4)cc1,0,3,-37,12,-0.7,-7,5,6,-9,5
# Remaining list, next part
SMILES,SMARCA2 act,ARFGAP1 inhibitor,HTRA1 inh,rCAG RNA binder,PG9 binder,ASAP1 inh,GC-B act,NR1D1 modulator,mABHD4 FP,NPR1 activator
COc1ccc(CCNC(=O)c2ccc(NS(=O)(=O)c3ccc4[nH]c(=O)[nH]c4c3)cc2)cc1,0,5,-14,8,0.5,-2,-1,-4,-7,0
CSc1nnc(C)c(/C=C/Nc2ccc(Cl)cc2)n1,1,8,-5,4,2.0,10,1,2,4,21
CN(C)S(=O)(=O)c1ccc(NC(=O)CN2CCN(C(c3ccccc3)c3ccccc3)CC2)cc1,-5,6,1,5,-0.8,1,-7,-4,-11,-3
CC(=O)Oc1ccc(Cl)cc1/C=C/c1cc(OC(C)=O)c2ccccc2n1,2,4,·,3,-1.2,9,8,1,1,0
CC1(C)CC2CC(C)(CN2S(=O)(=O)c2ccc(F)cc2F)C1 (centres undefined),-1,-12,-7,-3,2.1,3,0,-3,-6,2
CCOC(=O)[C@@]12CCC3=C1N(CCC3)C(=O)[C@H](CC(=O)NCC1CCCCC1)C2,1,·,·,-4,·,·,3,4,2,0
O=C(NOCc1ccccc1)c1ccc(Cl)cc1Cl,-2,-4,-9,3,-1.6,-2,2,2,-11,-3
COc1ccc(-c2nc(N3CCC(C)CC3)[nH]c(=O)c2C#N)cc1,-1,8,-2,2,0.3,12,-5,0,-3,-3
